PNC inhibitor = High Content Assay for Compounds that inhibit the Assembly of the Perinucleolar Compartment; PC3M PTB-GFP, PNC prevalence imaging, 16 h; active compounds read low; activity change (PNC), negative = inhibition, % at 10 µM; actives 3.1% (n = 140,000); AID 2417, 2010;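 active means readout at or below -70, meaning at least 70% loss of cells showing the perinucleolar compartment, a nuclear body marking cancer cells; inconclusive means readout between -30 and a set limit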;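 further: plate controls were DMSO wells for no effect and camptothecin positive control wells for full effect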
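PC3M cells stably expressing PTB-GFP, 750–1000 cells/well, treated 16 h at 37 °C with compound (23 nl of library stock), in duplicate. After paraformaldehyde fixation and Hoechst stain, imaged at 20x; PNC prevalence scored by image analysis.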
ALOX15B inhib = qHTS Assay for Inhibitors of 15-hLO-2 (15-human lipoxygenase 2) | AID 881, 2007 | purified 15hLO-2, xylenol orange hydroperoxide absorbance | Potency, µM (titrated, usually from 57.1 µM), for the others: at the highest dose activity change, negative = inhibition, hits mostly inhibitors | actives 0.56% (n = 110,000); further: potency means the concentration at half of the fitted maximal effect; nearly all actives have a fitted effect of over 60% in size; many of its hits are not listed in these tables
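Enzyme 50 nM, AA 45 uM, 25 mM Hepes pH 7.5 + 0.01% Triton X-100; cpd preinc 15 min RT, rxn 90 min RT; stop/detect with 200 uM XO + 300 uM Fe(II) in 50 mM H2SO4, 30 min; A573/A405.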
12-hLO inh = qHTS Assay for Inhibitors of 12-hLO (12-human lipoxygenase); actives 0.12% (n = 150,000); purified 12-hLO, xylenol orange hydroperoxide absorbance; Polyunsaturated fatty acid lipoxygenase ALOX12 (Homo sapiens), P18054; Potency, µM (top dose mostly 57.1 µM), without a hit: at the top dose activity change, negative = inhibition, hits mostly inhibitors; further: potency means the concentration at half of the fitted maximal effect; nearly all actives have a fitted effect of over 55% in size; many of its hits are not listed in these tables
Target sequence (P18054 whole entry, looked up): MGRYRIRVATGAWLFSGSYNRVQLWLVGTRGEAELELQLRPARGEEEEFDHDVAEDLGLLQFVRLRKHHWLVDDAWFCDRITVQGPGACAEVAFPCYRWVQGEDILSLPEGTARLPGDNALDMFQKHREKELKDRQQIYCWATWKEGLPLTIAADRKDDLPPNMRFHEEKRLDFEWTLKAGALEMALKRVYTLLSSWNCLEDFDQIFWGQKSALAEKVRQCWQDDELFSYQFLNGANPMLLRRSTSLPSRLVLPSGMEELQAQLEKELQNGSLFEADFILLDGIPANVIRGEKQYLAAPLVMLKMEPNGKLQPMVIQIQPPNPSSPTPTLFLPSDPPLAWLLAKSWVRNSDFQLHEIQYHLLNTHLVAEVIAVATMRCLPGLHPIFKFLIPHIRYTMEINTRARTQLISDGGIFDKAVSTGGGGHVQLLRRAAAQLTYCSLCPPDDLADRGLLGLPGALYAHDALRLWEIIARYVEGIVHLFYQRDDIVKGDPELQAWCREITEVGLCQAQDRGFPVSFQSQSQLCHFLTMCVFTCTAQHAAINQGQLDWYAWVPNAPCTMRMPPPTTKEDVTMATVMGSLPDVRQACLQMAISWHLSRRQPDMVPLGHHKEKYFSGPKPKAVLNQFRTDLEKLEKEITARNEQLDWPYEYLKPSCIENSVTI
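Hydroperoxide formation by human 12-lipoxygenase from 40 uM arachidonic acid was followed colorimetrically via ferric-xylenol orange complex, using the 573/405 nm absorbance ratio. Enzyme concentration was 150 nM, with 30 min reaction at room temperature.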
IMPase cell inh = qHTS Assay for Identifying the Cell-Membrane Permeable IMPase Inhibitors; 120,000 tested, under 10 active; inhibition (IP1 accumulation), % at 46.1 µM; AID 901, 2007; CHO-M1 cells, IP1 accumulation, HTRF TR-FRET ratio; Inositol monophosphatase 1 (Rattus norvegicus), P97697; active means well fitted curve in the direction sought with a large enough effect in the signal ratio, not every such curve was filed as active; inconclusive means small, poorly fitted or top-dose-only effect, or a change in a side signal; inactive means no such curve, though single readings can be large or run the other way; the % refers to the signal ratio;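 further: cells stimulated with carbachol in lithium chloride buffer; plate controls were DMSO basal wells for no effect and reference inhibitor wells for full effect; higher means more IMPase inhibition seen as more IP1 and lower FRET ratio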
Target sequence (P97697 whole entry, looked up): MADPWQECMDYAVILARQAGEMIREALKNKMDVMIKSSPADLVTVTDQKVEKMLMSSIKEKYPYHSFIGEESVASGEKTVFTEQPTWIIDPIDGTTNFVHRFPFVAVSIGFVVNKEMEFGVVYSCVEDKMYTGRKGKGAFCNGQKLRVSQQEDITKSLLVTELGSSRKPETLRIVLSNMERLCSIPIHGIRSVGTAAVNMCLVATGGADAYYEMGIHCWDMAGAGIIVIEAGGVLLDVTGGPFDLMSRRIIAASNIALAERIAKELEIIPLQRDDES
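Cellular IMPase inhibition is scored as a rise in cytosolic IP1, detected by competitive TR-FRET between d2-labelled IP1 and a europium anti-IP1 antibody. M1-expressing CHO cells were stimulated with carbachol for 30 min at 37C, with lithium (50 mM LiCl) present in the buffer.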
Starred values were filed as active, the others as inactive; ? = inconclusive; . = no result given; [ ] = dose if it differs, or a comment. Unless noted, the call rests on the fitted dose curve; in most records, active means well fitted curve in the direction sought with a large enough effect; inconclusive means small, poorly fitted or top-dose-only effect, or another doubt; inactive means no such curve, though single readings can be large; an effect the other way counts as inactive or inconclusive. Unless noted, on the % scale 0 is the no-effect control and ±100 the full control effect. The list is partial. The share of hits here may be higher or lower than overall.

SMILES	PNC inhibitor	ALOX15B inhib	12-hLO inh	IMPase cell inh
Cc1nn(-c2ccccn2)c2c1-c1nc(N)ncc1CC2	?	-1%	1%	3
CCC1=C(C(=O)OC)C(c2cc(OC)ccc2OC)C(C#N)=C(N)O1 (centres undefined)	18	-1%	-5%	9
O=C(Nc1cn(-c2ccccc2)nc1-c1cccs1)c1ccco1	?	-10%	-10%	3
COc1ccc(-n2c(=S)[nH]c3c(oc4ccccc43)c2=O)cc1	30	.	-10%	.
CCc1cc2c(=O)c(-c3nc4ccccc4n3C)c(COCC(=O)O)oc2cc1O	29	13%	-5%	-2
Cc1[nH]nc(-c2ccc(O)cc2O)c1-c1ccc(Cl)cc1	-20	-4%	?	3
COc1cc(C)ccc1OCCOCCOc1c(C)cc(C)cc1Br	19	-1%	-1%	-6
CN(C)Cc1cnc2ccc(Cl)cn12	24	9%	-2%	2
CCCCOC(=O)c1ccc(N/C(=N\S(=O)(=O)c2ccccc2)c2ccccc2)cc1	?	.	-3%	.
COc1cc(OC)cc(-c2nc(-c3ccccc3)no2)c1	?	13%	-3%	2
O=C1C=CC2=C3c4cc(O)c(O)cc4CC3(O)COC2=C1O (centres undefined)	.	?	?	?
CCCC(=O)Nc1ccc(Cl)c(NC(=O)c2cccnc2)c1	?	20%[11.4 µM]	0%	-6[1.84 µM]
CCCC(=O)Nc1ccc(Cl)c(NC(=O)c2ccc([N+](=O)[O-])cc2Cl)c1	?	.	-3%	3
Cc1cc2ccc(C)c(C)c2nc1SCC(=O)c1cccs1	25	3%[11.4 µM]	1%	-5[1.84 µM]
CSc1nnc2c3ccccc3n(Cc3ccccc3)c2n1	?	-11%	3%	?
CC[C@@H]1C(c2cccc(C)c2)=NN(c2ccc(Br)cc2)[C@H]1C(=O)N1CCOC1=O	.	-6%[0.0915 µM]	-4%[0.00818 µM]	.
Cc1cc(C)c(-c2cc(NC(=O)CSc3nncn3C)n(-c3ccccc3)n2)cc1C	8	6%	-8%	-4
Cc1onc(-c2c(Cl)cccc2Cl)c1C(=O)NC(C)(C)CO	0	6%	-3%	13
CC(C)NC(=O)c1cc2c(C(F)(F)F)nn(C)c2s1	4	-2%	0%	-11
CN(C)CCCNCCCNC(=O)/C(=N\O)c1ccccn1	?	.	2%	-3

Full records as entered above. Order of screens: PNC inhibitor, ALOX15B inhib, 12-hLO inh, IMPase cell inh
`Cc1[nH]nc(-c2ccc(O)cc2O)c1-c1ccc(Cl)cc1` is entered as -20, -4%, ?, 3
`Cc1cc(C)c(-c2cc(NC(=O)CSc3nncn3C)n(-c3ccccc3)n2)cc1C` is entered as 8, 6%, -8%, -4
`CN(C)Cc1cnc2ccc(Cl)cn12` is entered as 24, 9%, -2%, 2
`CCC1=C(C(=O)OC)C(c2cc(OC)ccc2OC)C(C#N)=C(N)O1` (centres undefined) is entered as 18, -1%, -5%, 9
`CSc1nnc2c3ccccc3n(Cc3ccccc3)c2n1` is entered as ?, -11%, 3%, ?

Later entries
SMILES	PNC inhibitor	ALOX15B inhib	12-hLO inh	IMPase cell inh
COC(=O)[C@@]1(Cc2ccc(OC)cc2)[C@H]2c3cc(C(=O)N4CCCC4)n(Cc4nc5ccccc5[nH]4)c3C[C@H]2CN1C(=O)c1ccccc1	.	34%[activator]	-14%	.
CC(NC(=O)C(NC(=O)C1CCCN1C(=O)OC(C)(C)C)C(C)C)C(N)=O (centres undefined)	-94*	.	3%	-6
COC(=O)c1sccc1NC(=O)c1cc(OC)c(OC)c(OC)c1	81	1%	6%	-1
CC(=O)c1ccc(N2CCC(c3cc(-c4ccc(Cl)cc4)n[nH]3)CC2)c([N+](=O)[O-])c1	64	.	-8%	13
N/C(=N\OC(=O)c1cc(Cl)ccc1Cl)c1ccccn1	72	.	2%	.
O=C(O)CSc1nnnn1-c1ccccc1	?	-1%	3%	7
CCNC(=S)N1CCC(NC(=O)C2CCCCC2)CC1	73	0%	-4%	5
O=C(Oc1ccc(Br)cc1C(=S)N1CCCCC1)c1cc([N+](=O)[O-])cc([N+](=O)[O-])c1	14	-18%	-5%	5
O=C(Nc1ccc(F)c(F)c1)c1ccccc1-c1ccccc1	29	.	-3%	-2
N#Cc1cccc(-c2ccc3ncnc(NCc4cccnc4)c3c2)c1	.	17%	2%	.
Cc1ccc2nc(-c3ccc(NC(=O)COC(=O)c4cncc(Br)c4)cc3)sc2c1	-24	.	-2%	-8
Cc1cccc(/C(N)=N/OC(=O)CCC2CCCCC2)c1	?	.	1%	.
Cc1ccc(O)c(C2=NCCNC(C(F)(F)F)=C2)c1	51	1%	5%	5
COc1ccc(OCCN2C(=O)NC(C)(c3ccc(C)cc3)C2=O)cc1 (centres undefined)	242	.	-6%	1
C=CCn1c(COc2cccc3ccc(C)nc23)nnc1SCC(=O)OC	46	-5%	7%	-5
CC1(C)CC(=O)C2=C(C1)C(c1cn(-c3ccccc3)nc1-c1ccccc1)C(C#N)=C(N)O2 (centres undefined)	56	.	-4%	1
COCCNC(=O)c1sc2ncn(CC(=O)N3CCCCC3)c(=O)c2c1C	-15	-3%	-6%	-5
CO/N=C/C(=N\Nc1ccc(OC)cc1)C(=O)c1ccc(OC)cc1	27	2%	-15%	-2
Cc1noc(C(=O)Nc2ccccc2C(F)(F)F)c1Cl	17	5%	-6%	2
Cc1ccccc1NC(=S)NCCc1c[nH]c2ccccc12	20	.	-25%	.
CCNc1ncc2ncc(=O)n(CCc3ccccc3)c2n1	.	1%	1%	.
O=C1CCCC(O)=C1N=Nc1ccc2ncsc2c1	?	.	-24%	.
COc1ccc(CCNC(=O)CCCOc2ccc(C)cc2)cc1OC	15	.	8%	.
CCOC(=O)C1CCCN(C(=O)COC(=O)C2=COCCO2)C1 (centres undefined)	49	-10%	8%	1
CN(C)S(=O)(=O)c1ccc(C(=O)Nc2ccnn2C2CCCCC2)cc1	?	0%	2%	3
COc1ccc(S(=O)(=O)N2CCCN(Cc3cccc(F)c3)CC2)cc1	?	9%	-5%	3
CC(NC(=O)OC1CCCCC1)N1C(=O)C2C3C=CC(C3)C2C1=O (centres undefined)	31	0%	8%	4
O=C(Cc1ccc(Cl)cc1)Nc1nc2ccccc2[nH]1	?	3%	0%	4
O=S(=O)(c1ccc(F)cc1)n1ccc(-c2cnc(-c3ccccc3)s2)n1	9	8%	-8%	-1
Cc1ccc(NC(=O)C(=O)NCc2ccc(/C=C(/C#N)C(=O)NCc3cccnc3)o2)cc1	?	?	3%	6
CCCCNC(=O)c1nc2ncc(Br)cn2n1	-11	10%	2%	-15
CC(Oc1ccccc1Cl)C(=O)/C=C/N(C)C (centres undefined)	-16	-5%	-26%	5
Cn1c(=O)c2c(nc(NCc3ccc4c(c3)OCO4)n2C)n(C)c1=O	27	-3%	-14%	-5
CCOC(=O)c1c(C)[nH]c(C)c1C(=O)CSc1nc2ccccc2n1CCOC	10	.	2%	4
C=CCc1ccccc1OCCn1ccnc1	5	13%	1%	-1
COC(=O)c1ccccc1NC(=O)C1CC(=O)N(c2ccccc2)C1 (centres undefined)	-15	4%[2.29 µM]	1%	5
COC(=O)C1=NN(C(=O)c2ccccc2)C(C)(O)C1 (centres undefined)	?	4%	5%	-2
CC1/C(=N/O)C(CN(C)C)C2CC1C2(C)C (centres undefined)	-8	15%	15%	-9
CC(N=Cc1nc(-c2ccccc2)oc1O)c1ccccc1 (centres undefined)	-20	-2%	-3%	3
O=C(NCCCN1CCCCC1)C1CCC(=O)N1CCc1ccccc1 (centres undefined)	84	4%	1%	1
C=CCn1c(C2CC(=O)N(c3ccc(C)cc3)C2)nc2ccccc21 (centres undefined)	0	0%	-6%	5
O=C(Nc1ccccc1)Nc1ccccn1	0	-1%	-3%	-1
Cc1ccccc1C(=O)NNC(=O)CCC(=O)Nc1cccc(Cl)c1C	-22	.	-5%	-2
O=C(CN1C(=O)/C(=C\C=C\c2ccccc2)SC1=S)Nc1ccc(F)cc1	-15	.	-2%	.
Cc1ccc(-n2nnc3ccccc3c2=O)cc1C	8	-7%	1%	-12
COC(=O)c1ccc(NC(=O)CN(c2ccc(C)cc2)S(=O)(=O)c2c(C)nn(C)c2C)cc1	13	6%	-3%	7
CSc1ccc(C2C(C#N)=C(N)Oc3cc4c(cc32)OCO4)cc1 (centres undefined)	5	-8%	?	12
COc1cccc(NC(=O)C(OC(=O)c2ccccc2NS(=O)(=O)c2cccs2)c2ccccc2)c1 (centres undefined)	11	.	0%	-3
CC(C)c1ccc(N(CC(=O)O)S(=O)(=O)c2cccnc2)cc1	15	4%	-1%	-7
O=C1CCC(=O)N1CCc1c[nH]c2ccccc12	?	0%	-5%	-4
CC(C)c1ccc(/C=C/C(=O)NCCCc2ccccc2)cc1	-29	.	-3%	4
Cc1ccc(S(=O)(=O)N2CCCOC2CNC(=O)C(=O)NCCc2c[nH]c3ccccc23)cc1 (centres undefined)	4	.	-2%	.
O=C(/C=C/c1ccc(Cl)cc1Cl)c1nc2ccccc2[nH]1	98	-30%	-3%	-1
CCOC(=O)c1[nH]c2ccccc2c1NC(=O)c1ccc(S(=O)(=O)N2CCOCC2)cc1	-29	.	5%	.
O=C(NCc1ccccc1)c1cccc(Br)n1	?	5%[0.0915 µM]	-5%[0.00818 µM]	.
CC1(C)CC2/C(CO)=C/C=C/[C@](C)(O)CC[C@]21O (some centres undefined)	.	2%	6%	.
O=C(O)c1cccnc1Cl	5	.	-6%	.
Cc1ccc(S(=O)(=O)Cc2ccccc2Cl)cc1	-21	.	-3%	-9
CC(=O)Nc1cc(C(=O)OCC(=O)c2ccccc2)ccc1C	26	.	0%	.
Cc1c(Nc2nc(-c3ccccc3)cs2)c(=O)n(-c2ccccc2)n1C	?	.	-1%	25

Continuation:
SMILES	PNC inhibitor	ALOX15B inhib	12-hLO inh	IMPase cell inh
COc1ccccc1-c1c(-c2ccc(OCC(=O)NN)cc2O)n[nH]c1C(F)(F)F	?	.	-4%	.
CCOC(=O)C1CCN(CCC(=O)Nc2ccccc2Cl)CC1	26	.	-5%	?
COCCCNC(=S)Nc1ccc(CC(=O)O)cc1	-8	.	0%	.
CC(C)(C)c1ccc(S(=O)(=O)Nc2ccc(Cc3ccncc3)cc2)cc1	?	.	3%	.
CC(C)OC(=O)c1c(NC(=O)c2cnn3c2NC(c2ccccc2)CC3C(F)F)sc2c1CCCC2 (centres undefined)	?	6%[11.4 µM]	2%	-1[1.84 µM]
CN(CC(=O)Nc1ccc(S(=O)(=O)N2CCCC2)cc1)Cc1ccc(Cl)c(Cl)c1	14	.	-4%	.
OC(COc1ccccc1)CN1C2=NCCCN2c2ccccc21 (centres undefined)	0	7%	0%	8
Cc1cc(NC(=O)COC(=O)c2ccc(F)c(S(=O)(=O)N3CCOCC3)c2)no1	-22	-2%	-1%	5
Cc1cc(C(=O)NC2CCCc3ccccc32)c(C)o1 (centres undefined)	3	3%	1%	4
CC(C)(C)NC(=O)c1ccc(Sc2ccccc2)c([N+](=O)[O-])c1	?	-2%	-5%	3
Cc1cc(N2CC(=O)N(CCc3ccccc3)C(=O)C2)n2ncnc2n1	?	-1%	-3%	6
NC(=O)NC(=O)CSc1nnc(-c2ccco2)n1Cc1ccccc1	-4	-4%	0%	4
C/C(=N\NC(=O)CSc1nc2nc(C)cc(C)n2n1)c1ccccc1	?	-6%	-9%	-2
